Assay outcomes as filed in PubChem BioAssay.
OPRM1-OPRD1 inv = mu-delta opioid heterodimer inverse agonism; P35372+P41143; cell-based MOR-DOR heterodimer luminescence; inhibition, % at 9.3 µM; 340,000 compounds, 0.21% hits; AID 504357; in the data active = inhibition above about 22%, passing the limit was not always enough;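 also: 0% = cells with DMSO and 100% = wells without cells with DMSO; values of inactives mirror those of a sister screen read the other way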
V-ATPase pHluor = alters yeast V-ATPase proton transport; S. cerevisiae, pHLuorin cytosolic pH fluorescence; response, % at 10 µM; 350,000 compounds, 0.37% hits; in the data active = response mostly above about 7.3%, no sharp cut-off; inactive = mostly below about 5.4%; also: actives read high; inactives centre near 0; some compounds called inactive have numbers as strong as hits; reference of the scale not given here
CAL PDZ FP = blocks peptide binding to the human CAL PDZ domain; purified CAL PDZ, TMR-peptide fluorescence polarization, 1 h; 300,000 compounds, 0.92% hits; AID 602252; Q9HD26; inhibition, % at 24.9 µM;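 active = mean inhibition of at least 30% with at least half of replicates also reaching 30%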;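 also: 0% = DMSO neutral control and 100% = excess unlabeled competitor peptide PRC23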
RTF Ca sens inh = cardiac RTF calcium desensitization; AID 493244; 340,000 compounds, 0.12% hits; inhibition, % at 7.15 µM; IANBD-labeled cardiac RTF, Ca2+ fluorescence; P19429+P45379;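 active = inhibition above the mean inhibition of all tested compounds plus 3 SD, cut at about 17% in these data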;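 also: assay run at fixed EC70 calcium of 1.6 mM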
Keap1-Nrf2 PPI = inhibitors of human Keap1-Nrf2 protein-protein interaction | Q14145 | Keap1 Kelch-Nrf2 peptide fluorescence polarization, 1536-well | inhibition, % at 9.4 µM | 340,000 compounds, 0.15% hits | AID 504523; in the data active = inhibition above about 12%;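 also: human Keap1 Kelch domain with fluorescein labeled Nrf2 9mer peptide probe; 0% = neutral control wells and 100% = peptide positive control; higher means more block of Keap1 binding to Nrf2 peptide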
Target sequence (Q14145 whole entry, looked up, the tested form may be a part): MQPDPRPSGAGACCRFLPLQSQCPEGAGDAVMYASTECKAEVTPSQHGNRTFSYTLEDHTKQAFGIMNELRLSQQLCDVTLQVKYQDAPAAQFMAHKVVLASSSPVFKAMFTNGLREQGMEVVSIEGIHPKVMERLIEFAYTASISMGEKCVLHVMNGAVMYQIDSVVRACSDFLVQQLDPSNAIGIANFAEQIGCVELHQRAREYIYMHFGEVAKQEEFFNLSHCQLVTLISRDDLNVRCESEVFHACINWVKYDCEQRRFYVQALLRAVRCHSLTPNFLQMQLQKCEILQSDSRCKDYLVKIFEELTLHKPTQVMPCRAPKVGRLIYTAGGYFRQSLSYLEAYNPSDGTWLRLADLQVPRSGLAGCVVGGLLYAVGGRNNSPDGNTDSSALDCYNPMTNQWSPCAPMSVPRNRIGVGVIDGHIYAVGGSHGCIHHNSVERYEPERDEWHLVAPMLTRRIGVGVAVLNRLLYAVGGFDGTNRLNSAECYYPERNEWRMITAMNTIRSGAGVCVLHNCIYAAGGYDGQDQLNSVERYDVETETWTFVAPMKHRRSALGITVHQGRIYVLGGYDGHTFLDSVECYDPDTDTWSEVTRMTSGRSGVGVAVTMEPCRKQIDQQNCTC
MOR-DOR ag = agonists of human mu-delta opioid receptor heterodimerization; P35372+P41143; cells, OPRM1-OPRD1 heterodimerization, luminescence; activation, % at 9.3 µM; 340,000 compounds, 0.3% hits; in the data active = activation above about 18%;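 also: 0% = vehicle-treated cells and 100% = reference agonist; values of inactives mirror those of a sister screen read the other way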
cardiac RTF act = increases calcium sensitivity of human cardiac regulated thin filaments. P19429+P45379. IANBD-labeled TnC RTF fluorescence at EC20 calcium; 0% EC20 calcium, 100% full calcium. activation, % at 7.2 µM. 340,000 compounds, 0.24% hits;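 active = activation above the mean over all tested compounds plus 3 SD, cut at about 30% in these data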;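 also: rise in fluorescence read as greater calcium sensitivity of cardiac thin filaments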
HTR5A inv ag = inverse agonist of human HTR5A in OPRM1-OPRD1 counter-screen | inhibition, % at 9.3 µM | HTR5A cell line, luminescence, inverse agonism | P47898 | 340,000 compounds, 0.083% hits; in the data active = inhibition mostly above about 23%, no sharp cut-off; inactive = mostly below about 18%;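 also: 0% = cells with DMSO and 100% = no-cell wells with DMSO; some compounds called inactive have numbers as strong as hits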
Target sequence (P47898 whole entry, looked up): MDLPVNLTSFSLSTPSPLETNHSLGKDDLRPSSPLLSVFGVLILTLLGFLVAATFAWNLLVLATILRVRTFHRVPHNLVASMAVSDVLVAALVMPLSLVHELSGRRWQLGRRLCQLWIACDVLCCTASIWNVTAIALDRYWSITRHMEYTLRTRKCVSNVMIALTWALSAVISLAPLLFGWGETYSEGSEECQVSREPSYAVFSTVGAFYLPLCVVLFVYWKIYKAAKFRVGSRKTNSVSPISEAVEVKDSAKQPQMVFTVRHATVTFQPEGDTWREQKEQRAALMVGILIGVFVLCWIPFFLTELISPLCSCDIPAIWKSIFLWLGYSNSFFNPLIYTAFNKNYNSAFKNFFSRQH
C-LANA FP = blocks KSHV LANA C-terminal domain binding to DNA. MBP-C-LANA/FAM-LBS DNA binding, fluorescence polarization. AID 504423. 340,000 compounds, 0.078% hits. inhibition, % at 9 µM;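 active = highest replicate inhibition at or above 60% at 9 µM, even if other replicates fall short; inactive = all replicates below 60% inhibition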;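 also: 0% = neutral control wells and 100% = 4 µM acridine orange control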
HTR5A ag ctr = activates human HTR5A in OPRM1-OPRD1 agonist counter-screen; P47898; HTR5A agonist assay, luminescence, cell-based; activation, % at 9.3 µM; 340,000 compounds, 0.61% hits; in the data active = activation mostly above about 9.5%, no sharp cut-off; inactive = mostly below about 7.6%;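 also: 0% = cells with vehicle only and 100% = reference agonist; strong numbers were not always called active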
* = called active by the depositor; . = no result given. Compounds as they come; any-hit rate near 2.8%.

SMILES	OPRM1-OPRD1 inv	V-ATPase pHluor	CAL PDZ FP	RTF Ca sens inh	Keap1-Nrf2 PPI	MOR-DOR ag	cardiac RTF act	HTR5A inv ag	C-LANA FP	HTR5A ag ctr
O=S(=O)(NC1CC1)c1ccc(S(=O)(=O)N2CCCC(c3nc(-c4cccnc4)no3)C2)cc1 (stereo unspecified)	-20	3	5	-2	-10	3.7	7	-16	2.8	7
Cc1cccc(NS(=O)(=O)c2ccc(C(=O)NCCCN3CCCC3=O)cc2)c1C	16	-10	.	-4	-4	-3.3	0	-20	-1.1	4
CC(=O)c1cccc(NC(=S)N2CCN(c3ccccn3)CC2)c1	8	-1	-8	-4	4	-1.1	4	4	0.2	-2
Cc1ccc(C(c2sc3ncnn3c2O)N2CCCCC2)cc1 (stereo unspecified)	4	-4	-2	-7	-2	-0.8	1	-2	2.1	1
COCCNC(=S)N1CCN(C(c2ccccc2)c2ccccc2)CC1	16	-1	-3	0	6	-4.7	-2	6	3.7	1
CCOC(=O)N1CCN(c2c(NCc3ccccc3Cl)c(=O)c2=O)CC1	17	-1	-2	-3	-2	-3.1	-2	-11	-1.0	1
C#CCCOC(=O)N1C2=NC(C(=O)OC)=C(C(=O)OC)[C@@H]3N(CC=C)c4ccccc4[C@]23C[C@H]1C(=O)OC	3	3	1	-2	2	-0.6	4	1	0.8	3
CC(=O)c1cccc(NC(=O)Nc2ccccc2)c1	8	1	-4	-1	-2	-1.8	-2	-5	1.4	1
CCc1ccc(OCC(=O)NC(=S)Nc2ccc(C(=O)O)cc2)cc1	7	2	5	-13	-8	-1.3	11	1	-0.8	6
Cc1cccn2c(=O)c3cc(C(=O)NC4CCCC4)c(=N)n(CC4CCCO4)c3nc12 (stereo unspecified)	13	3	-3	8	1	-2.5	2	9	0.6	-3
O=c1c(Oc2ccccc2F)coc2cc(OCc3cnn(-c4ccccc4)c3)ccc12	11	-2	-4	-14	-2	-1.6	-5	22	0.2	-9
OCC(O)C(O)C(O)C(O)C1NCCS1 (stereo unspecified)	7	-3	3	3	-10	-1.2	-1	-3	-0.3	7
O=C(O)c1ccccc1C(=O)NNC(=O)C(c1ccccc1)c1ccccc1	-21	2	-3	-5	0	5.1	0	-3	-0.8	1
COc1ccc(-c2csc(-c3cccnc3)n2)cc1C	2	1	.	-6	2	-0.4	3	15	1.3	2
COc1cccc(CN2CCN(C(=O)CCc3nnc(C4CCCCC4)o3)CC2=O)c1	4	-2	-6	-6	-6	-0.8	2	15	-0.8	-2
CCOC(=O)N1CCN(S(=O)(=O)c2ccc(C(=O)Nc3sc4c(c3C#N)CCC4)cc2)CC1	8	2	-4	-7	-5	-1.3	-10	2	-1.3	5
CCCCn1c2c(c(=N)c3c1CCC3)CCC2	14	1	0	4	-6	-2.6	4	3	1.0	-1
COc1cc(/C=N/Nc2ccccc2[N+](=O)[O-])ccc1OC(=O)c1ccccc1F	11	3	-2	-14	-4	-2.1	-4	15	1.3	-6
CCCN1C2CCCC1CC(NC(=S)Nc1cccc(C)c1)C2 (stereo unspecified)	-12	3	.	-16	0	2.3	0	-3	0.5	0
CN1OC(c2ccccc2)=C(CO)C1c1ccccc1 (stereo unspecified)	3	-4	0	0	-7	-0.6	-3	30	2.0	-1
COc1ccc(N2CCN(C(CNC(=O)c3ccco3)c3cccnc3)CC2)cc1 (stereo unspecified)	14	0	1	3	-4	-2.5	3	3	0.1	-1
COc1ccc(C(=O)OCC(=O)N(C)C2CCS(=O)(=O)C2)cc1S(=O)(=O)N(C)Cc1ccccc1 (stereo unspecified)	19	5	6	3	.	-3.6	4	12	.	-4
Cc1ccc(SCC(=O)Nc2ccc(-c3nnc(-c4ccco4)o3)cc2)cc1	-35	1	4	5	1	6.5	-3	-34	1.6	12
C=CCOc1cccc(C(=O)N(C)C2CCCN(Cc3ccccc3F)C2)c1 (stereo unspecified)	1	1	0	-4	-5	-0.2	4	-6	0.2	2
Cc1ccc(C(=O)CSc2nc3cccnc3n2C)cc1	8	-6	5	0	-10	-1.3	5	-10	0.6	4
COc1ccc(-n2nnnc2SCC(=O)N2CCCc3ccccc32)cc1OC	2	5	.	-3	-4	-0.4	1	-3	-0.6	1
CCC(NC(=O)c1cc(COc2ccc(Cl)cc2OC)on1)c1ccncc1 (stereo unspecified)	-13	6	-2	-8	-3	1.8	0	-16	0.7	-1
N#CCCN(C(=O)COC(=O)c1ccc2ccccc2n1)c1ccccc1	9	5	-1	-3	0	-2.3	-1	0	-1.6	0
COc1ccc(NC(=O)COC(=O)c2cnccn2)cc1Cl	19	-2	-1	-14	2	-3.3	-2	-15	-0.6	1
O=C(NC1CCCCC1)N(Cc1nc2ccccc2c(=O)[nH]1)C1CCCCC1	8	-2	.	-9	-2	-1.5	4	13	-0.7	-4
COc1ccc(C(=O)N(C)CCCC2CCCC2)cc1OC1CCN(C(C)C)CC1	6	2	-2	-3	-3	-1.1	0	12	0.6	-5
O=C(O)c1cc2ccccc2c(N=Nc2cccnc2)c1O	2	-1	1	8	4	-0.3	-11	7	-0.9	-7
CN(C(=O)COC(=O)c1ccc(C#N)cc1)c1ccccc1	5	0	-3	2	-6	-0.7	1	5	-0.2	-2
COc1cc(/C=N/NC(=O)COc2ccccc2[N+](=O)[O-])ccc1OC(=O)c1ccco1	-4	-2	-2	-2	-5	0.7	5	4	0.1	-2
CCc1ccc(Cn2nnc(C(=O)Nc3ccc(OC)cc3OC)c2N)cc1	1	12*	.	-2	1	-0.3	8	19	1.1	-7
Cc1cc(C)c2c(c1)C1C=CCC1C(c1ccc(S(=O)(=O)N3CCOCC3)cc1)N2 (stereo unspecified)	12	-2	-2	-4	-2	-2.2	5	-4	-1.1	7
O=C(O)C1CCCCC1C(=O)NCc1ccc(F)cc1 (stereo unspecified)	12	1	-2	0	-2	-2.8	2	-17	-0.5	6
Cc1ccc(NC(=S)N2CCSC2c2cccs2)cc1 (stereo unspecified)	10	-3	3	0	1	-2.0	6	1	-0.4	0
CCO[C@H]1OC(C(=O)N2CCN(Cc3ccc4c(c3)OCO4)CC2)=C[C@@H](C2CC2)[C@@H]1CCCO	10	0	-3	0	-3	-1.9	-8	-4	-0.3	-5
Clc1cccc(Cl)c1COc1ccccc1CNn1cnnc1	1	-1	-4	-11	2	-0.2	-3	-7	1.2	3

2 entries from above in another layout:
SMILES | OPRM1-OPRD1 inv | V-ATPase pHluor | CAL PDZ FP | RTF Ca sens inh | Keap1-Nrf2 PPI | MOR-DOR ag | cardiac RTF act | HTR5A inv ag | C-LANA FP | HTR5A ag ctr
COc1ccc(C(=O)N(C)CCCC2CCCC2)cc1OC1CCN(C(C)C)CC1 | 6 | 2 | -2 | -3 | -3 | -1.1 | 0 | 12 | 0.6 | -5
O=C(O)c1cc2ccccc2c(N=Nc2cccnc2)c1O | 2 | -1 | 1 | 8 | 4 | -0.3 | -11 | 7 | -0.9 | -7

The results go on.
SMILES	OPRM1-OPRD1 inv	V-ATPase pHluor	CAL PDZ FP	RTF Ca sens inh	Keap1-Nrf2 PPI	MOR-DOR ag	cardiac RTF act	HTR5A inv ag	C-LANA FP	HTR5A ag ctr
COc1cc(/C=N/n2c(C)nc3ccccc3c2=O)cc(OC)c1O	9	-1	-1	-2	-3	-2.0	-1	-23	3.2	6
CC(=O)c1ccc(-c2ccc(C(=O)Nc3nc(-c4ccccn4)cs3)o2)cc1	7	5	-22	-13	-3	-1.8	-7	12	1.0	-5
CCOC(=O)C1Cc2ccccc2C(=O)O1 (stereo unspecified)	13	2	-4	-6	-6	-2.4	0	-18	-0.1	0
CCC(C)NS(=O)(=O)c1ccc(OCC(=O)Nc2ccc3c(c2)OCCO3)cc1 (stereo unspecified)	3	2	-3	6	-3	-0.5	8	-3	-0.1	1
CCN(CC)CCCNC(=O)C1CCN(c2ncnc3c2sc2cccc(F)c23)CC1	-3	3	-1	-2	3	0.6	-3	-25	-4.0	8
CCCc1nn(C)c2c(=O)[nH]c(-c3cc(S(=O)(=O)Nc4ccc(NC(C)=O)cc4)ccc3OCC)nc12	10	5	-7	-15	-3	-1.9	-4	-17	0.7	-1
Cc1cc(C)nc(S/C=C/C(=O)c2ccccc2F)n1	5	5	80*	-15	1	-1.1	-3	5	2.8	-3
Cc1ccc(NC(=O)[C@@H]2CCCN2C(=O)c2cccs2)cc1S(=O)(=O)N1CCCCC1	13	0	.	-21	0	-2.5	12	6	0.3	-2
COc1ccc(N2CCN(C(=O)CSc3nnc4c5cc(C)ccc5n(C)c4n3)CC2)cc1	2	-1	-9	-10	-5	-0.4	6	4	0.2	-1
C=CCN(C(=O)CNS(=O)(=O)c1ccccc1)C(C(=O)NCCOC)c1cccnc1 (stereo unspecified)	2	-1	.	-10	-2	-0.3	-3	-13	1.9	-2
CCc1cc(C(=O)c2ccc(OC)cc2)c(NC(=O)CN2CCN(C)CC2)s1	6	-2	.	-6	-4	-1.2	3	9	-1.7	-2
Cc1ccccc1CC(=O)NC1CCCc2ccccc21 (stereo unspecified)	13	-2	-3	3	2	-2.7	4	-1	-0.1	0
CCOC(=O)C1=C(C)NC(C)=C(C(=O)OCC)C1C(=O)OCC(=O)N1CCOCC1	7	3	3	7	-2	-1.4	-3	-11	0.1	3
CC1(C)CC(NC(=O)C2CCN(S(=O)(=O)c3ccccc3C(F)(F)F)CC2)CC(C)(C)N1	14	0	-2	3	-5	-2.5	2	-10	-1.6	7
CCN(CC(=O)NCc1ccc(Cl)cc1)C(=O)CSCC(=O)Nc1ccc(OC)cc1	3	1	-4	5	3	-0.6	2	7	0.3	-3
Cc1cccc(NC(=O)CSc2nnc(C)c(C)n2)c1	13	-1	-3	-12	-3	-2.5	-3	0	-1.2	0
Cc1nn(-c2ccccc2)c(C)c1CCC(=O)O	4	-2	-2	-4	3	-0.8	-2	-9	1.0	3
CC1(C)CN(c2cccc(-c3ccnc4ncnn34)c2)C1=O	14	-2	-1	-4	2	-2.9	-4	-6	4.1	2
CC(C)(CN1CCCC1)NS(=O)(=O)c1ccccc1	17	-1	0	-8	0	-3.7	-5	-30	13	8
Cc1csc2ncc(C(=O)NCc3ccccc3Cl)c(=O)n12	6	0	-2	-9	-3	-0.9	0	5	1.4	-2
CCN(CC)S(=O)(=O)c1cccc(C(=O)OC2CC(C)OC2=O)c1 (stereo unspecified)	-7	0	-6	6	-1	1.2	-1	-11	0.0	-5
C=CCN(CC=C)CC(O)Cn1c2ccccc2c2ccccc21 (stereo unspecified)	-59	0	-5	-2	-6	10	-14	-2	-0.8	1
Cc1cc(NC(=O)CS(=O)(=O)c2ccc(Cl)cc2)no1	12	5	24	-3	-6	-2.3	3	-22	1.4	3
COc1ccc(Nc2ncnc3c2oc2ccccc23)cc1	14	.	-5	-14	-9	-2.3	-3	-43	-1.3	0
O=C(O)COCc1nc2ccccc2[nH]1	4	1	.	-5	4	-0.8	-2	-3	-0.4	3
Cn1c2c(c(=O)n(C)c1=O)CN(Cc1ccco1)CN2	10	-5	-3	-16	0	-2.0	8	-6	0.9	2
COC(=O)c1ccc(/C=C/c2c(-c3ccsc3)oc3ccc(N4CCOCC4)cc23)cc1	15	1	-3	-5	1	-2.6	6	4	4.4	1
Cc1nn(-c2ccccc2)c(C)c1/C=C/C(=O)OCC(=O)Nc1ncc(Cl)cc1Cl	3	4	-2	-14	-1	-0.6	-6	-11	1.4	7
Cc1c(C#N)c(NC(=O)CCl)n(Cc2ccc(F)cc2)c1C	1	-2	-2	-10	-3	-0.2	9	-16	0.9	2
